Source: PubChem
MCL1 BIM primary: inhibitors of MCL1 binding to BIM-BH3, primary screen, biochemical, fluorescence polarization | Induced myeloid leukemia cell differentiation protein Mcl-1 (Homo sapiens), Q07820 | GST-MCL1 / FITC-Bim-BH3 fluorescence polarization | inhibition, % at 10.9 µM | actives 0.68% (n = 320,000) | AID 2057, 2009;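 active = inhibition above the mean inhibition of all tested compounds plus 3 SD, set per campaign, cut at about 40% in these data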;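 note: 0% = DMSO wells and 100% = unlabeled Bim-BH3 peptide control; higher means more loss of mP so more displacement of Bim peptide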
Target sequence (Q07820 whole entry, looked up): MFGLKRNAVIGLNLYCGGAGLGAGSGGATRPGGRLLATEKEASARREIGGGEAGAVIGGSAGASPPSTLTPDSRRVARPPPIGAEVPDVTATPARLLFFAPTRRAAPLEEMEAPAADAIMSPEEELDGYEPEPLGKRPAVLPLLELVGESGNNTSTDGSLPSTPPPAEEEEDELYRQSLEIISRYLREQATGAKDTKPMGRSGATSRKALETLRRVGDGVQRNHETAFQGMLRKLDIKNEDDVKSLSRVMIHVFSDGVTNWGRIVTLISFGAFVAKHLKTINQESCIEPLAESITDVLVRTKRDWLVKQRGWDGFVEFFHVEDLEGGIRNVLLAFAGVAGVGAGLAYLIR
MEX-5 binding: MEX-5 zinc finger RNA-binding disruptors – biochemical, C. elegans, fluorescence polarization, MLPCN library, primary screen. actives 0.38% (n = 300,000). activity score (negative = inhibition of binding), % at 10 µM. MEX-5/FITC-TCR2 RNA binding; hits give low values;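 active = inhibition past about -25% in most replicates, and total fluorescence under double the plate's negative control median, limit read from the data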;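 note: 0% = DMSO and -100% = 5 µM competing unlabeled TCR2 RNA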
GLD-1 TGE inh: GLD-1/TGE RNA complex disruptors, primary screen, biochemical, fluorescence polarization. actives 0.44% (n = 320,000). AID 2280, 2010. purified GLD-1 + fluorescein TGE RNA. Female germline-specific tumor suppressor gld-1 (Caenorhabditis elegans), Q17339. inhibition, % at 5.96 µM;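 active = percent inhibition above a per-plate cutoff, the plate mean of test compounds plus 3 SD, cut at about 30% in these data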;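 note: 0% = DMSO wells with GLD-1 and probe and 100% = wells lacking GLD-1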
Target sequence (Q17339 whole entry, looked up): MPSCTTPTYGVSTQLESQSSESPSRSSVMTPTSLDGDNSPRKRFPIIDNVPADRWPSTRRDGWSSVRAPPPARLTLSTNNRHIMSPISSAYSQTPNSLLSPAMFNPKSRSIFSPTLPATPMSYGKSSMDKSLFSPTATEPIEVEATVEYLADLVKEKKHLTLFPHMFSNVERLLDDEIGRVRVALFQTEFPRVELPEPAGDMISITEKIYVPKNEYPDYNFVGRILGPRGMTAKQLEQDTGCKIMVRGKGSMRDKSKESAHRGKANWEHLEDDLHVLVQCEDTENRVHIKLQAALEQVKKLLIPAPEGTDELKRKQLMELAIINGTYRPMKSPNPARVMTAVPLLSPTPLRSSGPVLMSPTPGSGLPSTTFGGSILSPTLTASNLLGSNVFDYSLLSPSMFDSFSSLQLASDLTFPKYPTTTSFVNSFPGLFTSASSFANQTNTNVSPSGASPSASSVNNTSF
PME-1 inh: PME-1 inhibitors via competitive probe labeling, primary screen, biochemical, fluorescence polarization, FP-Rh probe, HTS; recombinant PME-1; Protein phosphatase methylesterase 1 (Homo sapiens), Q9Y570; inhibition, % at 5.9 µM; actives 0.53% (n = 320,000);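 active = inhibition above the campaign mean of all compounds plus 3 SD, cut at about 26% in these data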;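 note: competitive labeling of PME-1 active site by serine hydrolase directed probe; 0% = PME-1 with DMSO and 100% = wells lacking PME-1 enzyme; inhibitors block probe labeling so polarization falls and inhibition rises; many of its hits are not listed in these tables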
VLA-4 inh: inhibition in human VLA-4 binding assay, primary screen, VLA-4 allosteric modulator project, MLPCN library, flow cytometry, VLA-4 expressing cells | Integrin alpha-4 (Homo sapiens), P13612 | ligand binding flow cytometry | inhibition, % (about 7 µM as worked out from the volumes in the protocol) | actives 0.2% (n = 330,000) | AID 2557, 2010; in the data active = inhibition above about 50%
Bcl-xL primary: inhibitors of human Bcl-xL, primary screen, biochemical, fluorescence polarization, HTS; Bcl-2-like protein 1 (Homo sapiens), Q07817; actives 0.7% (n = 320,000); AID 2129, 2009; GST-Bcl-xL / FITC-Bim BH3 peptide fluorescence polarization; inhibition, % at 10.9 µM;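 active = inhibition above the mean of all tested compounds plus 3 SD, cutoff set per campaign, cut at about 30% in these data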;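 note: 0% = DMSO wells and 100% = unlabeled Bim-BH3 peptide competitor; inhibitors lower millipolarization by displacing the labeled peptide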
Target sequence (Q07817 whole entry, looked up): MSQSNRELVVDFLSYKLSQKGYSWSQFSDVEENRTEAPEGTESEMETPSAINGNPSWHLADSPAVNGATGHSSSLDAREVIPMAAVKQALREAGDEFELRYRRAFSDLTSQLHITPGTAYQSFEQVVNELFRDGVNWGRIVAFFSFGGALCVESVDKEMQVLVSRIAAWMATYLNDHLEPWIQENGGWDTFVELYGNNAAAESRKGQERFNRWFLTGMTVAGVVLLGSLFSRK
Fam108B inh: mouse Fam108B serine hydrolase inhibitors, primary screen, counter-screen for RBBP9 inhibitor project, biochemical, fluorescence polarization. inhibition, % at 9.51 µM. recombinant Fam108B, FP-Rh probe fluorescence polarization. actives 0.33% (n = 300,000);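 active = inhibition above the screen mean inhibition plus 3 SD, computed separately per campaign, cut at about 18% in these data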;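 note: inhibitors lower polarization as less probe binds the enzyme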
GRK2 aptamer HTS: compounds blocking aptamer binding on GRK2 – biochemical, human GRK2, bead flow cytometry, HTS, primary screen; actives 0.59% (n = 330,000); inhibition of aptamer binding, % at 10 µM; FAM-aptamer displacement from GRK2;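 active = inhibition of aptamer binding above 40%, roughly 3 SD of noise, on plates passing a quality check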;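 note: median bead fluorescence of bound FAM aptamer so fluorescent compounds give negative values; no value below 0 was filed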
Efflux pump mplx: inhibitors of Candida efflux pumps in yeast, primary screen, S. cerevisiae, Nile Red, multiplex; S. cerevisiae Candida pump triplex; inhibition, % at 10 µM; actives 0.44% (n = 330,000); AID 485275, 2010;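 active = plate passing quality check with inhibition over a set limit, or well fluorescence over plate mean plus 4 SD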;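 note: Nile Red retained in pooled yeast measured as flow cytometry median fluorescence; 0% = buffer negative control and 100% = Enniatin B positive control; higher means more Nile Red kept so more efflux inhibition; some compounds called inactive have numbers as strong as hits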
Starred values were filed as active, the others as inactive; · = not tested or not shown. Some of the compounds tested (hit frequency here may not be typical).

Structure	MCL1 BIM primary	MEX-5 binding	GLD-1 TGE inh	PME-1 inh	VLA-4 inh	Bcl-xL primary	Fam108B inh	GRK2 aptamer HTS	Efflux pump mplx
COC(=O)/C=C1\SC(=NC(=O)c2ccc(C)cc2)NC1=O	8	-0.8	0	4	51*	6	0	0	0.0
CC1CCN(S(=O)(=O)c2ccc3c(c2)oc(=O)n3C)CC1	-11	0.9	-1	-1	-7	-2	1	0	0.0
CCOC(=O)c1sc(=NC(=O)c2ccccc2Br)n(C)c1C	-1	0.0	0	2	12	3	2	0	0.0
COc1cccc(-c2nnc(SCC(=O)OC(C)C)n2N)c1	-6	1.1	4	-3	-6	-3	-2	0	-0.1
N#Cc1ccc(C(=O)OCC(=O)Nc2cccc(S(=O)(=O)NC3=NCCC3)c2)cc1	·	·	3	·	4	·	·	0	-0.1
Cc1ccc(SCc2ccc(C(=O)Nc3nccs3)o2)cc1	3	-0.3	-1	2	-4	-1	3	0	-0.4
CC(CCc1ccccc1)NC(=O)CCC(=O)N1CCC(C(=O)O)CC1 (stereo unspecified)	-7	-0.5	-7	-7	1	-7	-3	2	0.5
CCC(c1nnnn1CCOC)N1CCN(Cc2ccccc2)CC1 (stereo unspecified)	1	-0.4	2	-4	0	10	-2	3	-0.2
CCCCCCn1c(N2CCCC2)nc2c1c(=O)n(C)c(=O)n2C	-8	-2.7	1	-6	14	2	-7	0	0.3
O=C(Nc1ccc(Cl)cn1)c1ccccc1[N+](=O)[O-]	2	1.3	-3	-2	0	4	3	3	0.0
Cc1ccc(N(C(C)C(=O)Nc2c(C)n(C)n(-c3ccccc3)c2=O)S(C)(=O)=O)cc1C (stereo unspecified)	-1	1.2	-4	-5	-2	-1	-2	0	0.0
CCC1(C)C(Nc2c(C)cccc2C)=NC(=S)N1c1ccc(NC(C)=O)cc1 (stereo unspecified)	3	-0.5	-3	-7	-2	1	2	1	0.8
CCn1c(CNC(=O)c2ccccc2Br)nnc1SCC(=O)Nc1nncs1	-4	1.1	-9	4	9	-5	0	8	0.3
O=C(O)c1cccc(Oc2ccc([N+](=O)[O-])cc2)c1	8	·	8	-5	33	8	-2	0	0.4
COc1ccc(/C=N/NC(=O)c2cc(-c3ccccc3)nc3ccccc23)c(OC)c1	-21	0.5	7	-28	2	-13	-30	2	0.4
Cc1ccc(S(=O)(=O)N2CCCN(S(=O)(=O)c3ccc(C(F)(F)F)cc3)CC2)cc1	-9	-1.4	-3	5	·	-3	0	4	0.3
O=C(NC(=S)Nc1ncccn1)c1ccccc1Br	17	2.3	-1	-7	-1	15	3	3	0.2
CC(=O)Nc1ccc(S(=O)(=O)N(C)CC(=O)OCC(=O)N(C)c2ccccc2)cc1	4	-3.2	10	1	-8	-2	-2	2	-0.4
CC(NC(=O)[C@H](C)NC(=O)[C@@H]1CSC2c3ccccc3C(=O)N21)c1ccccc1 (stereo partly specified)	0	0.8	-5	-3	4	2	7	0	0.0
CCOC(=O)C(=O)Nc1cccc(C(=O)OCC)c1	2	0.0	1	-3	25	-4	7	0	0.1
O=C(c1cccc(Cl)c1)N1CCN(Cc2ccccc2F)CC1	0	0.2	7	5	8	5	0	1	0.0
Cc1ccc(S(=O)(=O)N(C)CC(=O)Oc2ccc(-c3nnco3)cc2)cc1	3	3.1	5	1	3	-1	0	3	0.0
CCN(C(=O)CSc1nc2cc(Cl)ccc2c(=O)n1Cc1ccco1)C1CCS(=O)(=O)C1 (stereo unspecified)	-10	0.7	-4	-1	20	-8	-1	0	1.0
C=C(C)c1ccccc1	7	·	6	1	6	8	·	2	-0.1

Structures listed above marked active in VLA-4 inh:
| structure | MCL1 BIM primary | MEX-5 binding | GLD-1 TGE inh | PME-1 inh | VLA-4 inh | Bcl-xL primary | GRK2 aptamer HTS | Efflux pump mplx |
| --- | --- | --- | --- | --- | --- | --- | --- | --- |
| COC(=O)/C=C1\SC(=NC(=O)c2ccc(C)cc2)NC1=O | 8 | -0.8 | 0 | 4 | 51* | 6 | 0 | 0.0 |

One compound at a time (already shown). Screens in order: MCL1 BIM primary | MEX-5 binding | GLD-1 TGE inh | PME-1 inh | VLA-4 inh | Bcl-xL primary | Fam108B inh | GRK2 aptamer HTS | Efflux pump mplx
Results for CCOC(=O)c1sc(=NC(=O)c2ccccc2Br)n(C)c1C : -1 | 0.0 | 0 | 2 | 12 | 3 | 2 | 0 | 0.0
Results for CCN(C(=O)CSc1nc2cc(Cl)ccc2c(=O)n1Cc1ccco1)C1CCS(=O)(=O)C1 (stereo unspecified) : -10 | 0.7 | -4 | -1 | 20 | -8 | -1 | 0 | 1.0
Results for N#Cc1ccc(C(=O)OCC(=O)Nc2cccc(S(=O)(=O)NC3=NCCC3)c2)cc1 : · | · | 3 | · | 4 | · | · | 0 | -0.1

(list continues)
Structure	MCL1 BIM primary	MEX-5 binding	GLD-1 TGE inh	PME-1 inh	VLA-4 inh	Bcl-xL primary	Fam108B inh	GRK2 aptamer HTS	Efflux pump mplx
O=C(CCC(=O)OCC(=O)c1ccc(C(F)(F)F)cc1)OCC(=O)c1ccc(C(F)(F)F)cc1	1	-2.6	-2	1	5	-5	0	0	0.4
FC(F)(F)c1cccc(Cn2nnnc2-c2ccc(Cl)cc2)c1	4	-1.5	2	0	9	4	-1	0	0.1
O=C1CC(c2ccccc2)SC(N(c2ccccc2)c2ccccc2)=N1 (stereo unspecified)	14	-0.4	4	8	4	6	1	·	0.0
CCc1ccc2[nH]c(=O)c(CN(CCCN3CCOCC3)C(=O)Nc3ccccc3)cc2c1	14	1.3	4	-4	-7	4	-2	1	0.4
CCn1cc(CN2CCc3c([nH]c4ccccc34)C2c2ccc(F)c(OC)c2)c(C)n1 (stereo unspecified)	16	2.5	5	-1	-4	13	0	0	0.0
CN(CCCNC(=O)C1CCN(S(=O)(=O)c2cccc3nsnc23)CC1)Cc1ccccc1	1	3.0	-1	8	-11	5	-2	0	0.0
O=C(C[n+]1ccccc1)N/N=C/c1ccccc1[N+](=O)[O-]	4	-0.9	-1	3	6	2	-2	0	0.1
Cc1occc1C(=O)Nc1cc(S(=O)(=O)N2CCOCC2)ccc1OC(C)C	-3	·	2	3	-1	1	·	3	0.0
CCOC(=O)N1CCN(Cc2nc3ccc([N+](=O)[O-])cc3c(=O)n2-c2ccc(OC)cc2OC)CC1	3	3.1	1	4	0	1	1	1	0.0
CCCCN(C)C(=O)c1nc2ccccn2c1CN1CCN(C(=O)c2cccs2)CC1	3	0.9	5	6	-3	1	-1	0	0.0
O=C(CCNC(=O)c1ccc(Br)cc1)NC1CCCCCC1	0	·	-2	-5	17	-3	·	3	0.1
O=C(CN1C(=O)NC2(CCCC2)C1=O)NNC(=O)c1ccccc1	2	0.4	10	-6	1	-4	7	0	-0.1
CCCCn1c(/N=C/c2c[nH]c3ccccc23)nc2ccccc21	3	-5.4	2	2	7	4	11	1	0.3
COc1ccccc1Oc1ccccc1C(=O)O	-4	-3.5	3	-9	4	3	-6	1	0.1
C[C@H](NC(=O)Nc1cccc(Br)c1)C(=O)O	0	1.9	-3	-1	-4	6	-3	0	0.0
CC(=O)N1CCOc2ccc(S(=O)(=O)Nc3ccc(C)cn3)cc21	1	2.8	2	-6	15	4	2	0	-0.3
Cc1c(N2C(=O)CSC2c2ccco2)c(=O)n(-c2ccccc2)n1C (stereo unspecified)	8	0.0	7	5	7	3	-1	0	0.0
Cc1[nH]c(C)c2c(=O)[nH]ncc12	6	0.0	-1	-11	11	7	2	0	0.0
COCCN1C(=O)C(=O)/C(=C(/O)c2cccc(OC)c2)C1c1ccc(C)o1 (stereo unspecified)	8	-3.3	2	3	-1	6	7	0	0.1
Cc1ccc(CNC(=O)C2CC(c3ccccc3[N+](=O)[O-])=NO2)cc1 (stereo unspecified)	-1	-0.8	1	10	·	2	4	·	·
Cc1ccc(C(=O)Nc2cccc(NC(=O)c3cccs3)c2)c(C)c1	4	1.4	0	-7	-5	0	-3	4	0.4
COc1ccc(C(CNC(=O)C(CCSC)NC(=O)c2ccccc2Cl)N2CCCCC2)cc1 (stereo unspecified)	3	·	5	-2	4	4	·	0	0.1
O=C(NCc1ccc2c(c1)OCO2)c1ccc(NC(=O)C2CCCO2)cc1 (stereo unspecified)	3	·	-7	-3	-3	8	0	0	0.1
COC(=O)C(Cc1ccccc1)NCC(=O)Nc1cccc(Cl)c1C (stereo unspecified)	-3	-0.3	-7	-1	5	0	-1	3	-0.1

Single entries from the entries so far.
Bcl-xL primary result of Cc1ccc(C(=O)Nc2cccc(NC(=O)c3cccs3)c2)c(C)c1 is entered as 0
Efflux pump mplx result of CCCCn1c(/N=C/c2c[nH]c3ccccc23)nc2ccccc21 is entered as 0.3
PME-1 inh result of COC(=O)C(Cc1ccccc1)NCC(=O)Nc1cccc(Cl)c1C (stereo unspecified) is entered as -1
Efflux pump mplx result of C[C@H](NC(=O)Nc1cccc(Br)c1)C(=O)O is entered as 0.0

Reprinted at random: three records from the list
Structure	MCL1 BIM primary	MEX-5 binding	GLD-1 TGE inh	PME-1 inh	VLA-4 inh	Bcl-xL primary	Fam108B inh	GRK2 aptamer HTS	Efflux pump mplx
N#Cc1ccc(C(=O)OCC(=O)Nc2cccc(S(=O)(=O)NC3=NCCC3)c2)cc1	·	·	3	·	4	·	·	0	-0.1
O=C(c1cccc(Cl)c1)N1CCN(Cc2ccccc2F)CC1	0	0.2	7	5	8	5	0	1	0.0
CCC1(C)C(Nc2c(C)cccc2C)=NC(=S)N1c1ccc(NC(C)=O)cc1 (stereo unspecified)	3	-0.5	-3	-7	-2	1	2	1	0.8

More compounds:
Structure	MCL1 BIM primary	MEX-5 binding	GLD-1 TGE inh	PME-1 inh	VLA-4 inh	Bcl-xL primary	Fam108B inh	GRK2 aptamer HTS	Efflux pump mplx
O=C(CN1C(=O)NC2(CCOc3ccccc32)C1=O)c1ccc(F)c(F)c1 (stereo unspecified)	-5	1.8	4	-2	-5	3	-4	0	0.0
CC1CN(CCCCN2C(=O)c3ccccc3C2=O)CC(C)O1 (stereo unspecified)	9	-0.1	-7	-5	-31	7	4	2	0.0
Cc1cc(C)cc(C(=O)NC(=S)Nc2ccc(Cc3ccncc3)cc2)c1	9	-0.5	3	-8	·	2	-12	0	0.5
CCn1nc(C(=O)NNC(=O)COc2ccccc2C)c2ccccc2c1=O	-3	-4.2	8	0	16	0	-2	3	0.1
Cc1cccc(N2CC(C(=O)Nc3ccc(S(=O)(=O)Nc4nccs4)cc3)CC2=O)c1C (stereo unspecified)	-4	1.2	1	-7	3	3	3	3	0.0
O=c1[nH]nc(Cc2ccccc2)c2ccccc12	11	0.9	-1	-1	6	4	-1	0	-0.2
N#C/C(=C\c1ccc(OCc2ccccc2)cc1)C(=O)Nc1ccc(C(=O)O)cc1	9	-0.8	2	-3	16	3	-4	0	0.1
CCn1nc(C)cc1C(=O)N1CCCC(C(=O)c2ccccc2SC)C1 (stereo unspecified)	-4	-0.4	5	2	-2	-3	2	4	0.1
